# Screening results from PubChem.
# Cneo AK release: Cryptococcus neoformans lysis via adenylate kinase release; actives 0.2% (n = 360,000); C. neoformans lysis, adenylate kinase release luminescence, 4 h; normalised: neutral wells 0, clomiphene wells 100; lysis activity, % at 15 µM;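 active = mean lysis activity across replicates of at least 80%, whatever share of replicates individually reach that level; inactive = mean lysis activity below 80%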
#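 Assay system: log-phase C. neoformans yeast / Quantity: yeast cell density of 5 × 10^6 cells/mL / Medium: fresh YPD growth medium / Compound: single dose / Timing: static 4 h at 37 °C with compound, 1 h detection / Measured by: adenylate kinase release luminescence / Read-out: lysis from increased AK signal / Benchmarks: Clomiphene as positive lysis control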
# C2C12 statin: suppressors of simvastatin-induced myotoxicity in C2C12 myotubes. actives 0.78% (n = 330,000). ATP luminescence, 48 h; scaled: DMSO 0, geranylgeraniol control 100. rescue of ATP level, % at 7.49 µM;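 active = mean ATP rescue above about 67%, or every replicate alone reaching that limit, limit read from the data, passing the limit was not always enough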;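 also: myotubes were challenged with 10 µM simvastatin during compound exposure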
# miR122 inh: miR-122 inhibition in Huh7 cells. actives 0.3% (n = 340,000). activation (reporter increase), % at 12.5 µM. Huh7 miR-122 Renilla luciferase sensor, 48 h; neutral wells = 0, positive control = 100;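 active = mean replicate activation score at least 90 and every replicate individually at or above 90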;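 also: higher luciferase means less miR-122 activity so hits act as miR-122 inhibitors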
# PGC1a acetyl inh: modulators of PGC1a acetylation. AID 651687. inhibition, % at 15.6 µM. U2OS PGC1a acetylation, AlphaScreen anti-acetyl-lysine; with virally co-expressed GCN5 acetyltransferase. actives 0.17% (n = 350,000);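 active = every replicate shows inhibition of at least 40%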;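 also: 0% = neutral control wells and 100% = positive control wells; some results beyond the cut were filed as inactive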
# CFTR F508del cor: CFTR F508del correction in bronchial cells | actives 0.36% (n = 350,000) | activity (quench increase), % at 7.58 µM | CFBE cells, YFP halide quenching; stimulated with forskolin plus potentiator P3; % fluorescence drop versus neutral controls | AID 720511;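 active = mean added fluorescence quench of at least 8% versus neutral control, with both replicates also reaching 8%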;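 also: cells transiently co-express mutant CFTR-F508del with the halide-sensitive YFP; corrector assay measuring rescue of mutant channel to the surface after 24 h compound exposure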
# FN deposition inh: fibronectin deposition inhibition. AH1F fibroblasts, Alexa488-fibronectin deposition fluorescence, overnight. inhibition, % at 12.6 µM. actives 0.086% (n = 350,000). AID 743247;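 active = mean inhibition across replicates of 30% or more, regardless of how many single replicates reach that level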;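 also: positive control wells lacked labelled fibronectin entirely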
#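 Material: AH1F fibroblasts assembling fluorescent fibronectin matrix; amount: 10000 AH1F cells/well; medium: DMEM, 2% serum; reagent: Alexa488-fibronectin, 24 nM final in well; dosing: single compound dose, delivered by pin transfer; incubation: 1 h adhesion, overnight exposure; detection: fluorescence after three HBSS washes, excitation 485 nm, emission 525 nm; measure: fibronectin deposition inhibition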
# PglD DTNB: PglD (C. jejuni) enzyme inhibition; inhibition, % at 12.5 µM; actives 0.098% (n = 360,000); purified PglD enzyme, DTNB colorimetric CoA detection; in the data active = inhibition above about 16%, passing the limit was not always enough; also: strong numbers were not always called active
# INS-1E GSIS act: primary screen for activators of insulin secretion dependent on glucose, INS-1E cells, GLuc reporter luminescence; INS-1E GLuc reporter insulin secretion, 2-3 h; activation, % at 16.6 µM; actives 0.61% (n = 370,000); AID 743287;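 active = lowest replicate activation of at least 40%, so every replicate reaches that level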;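 also: 0% = median of neutral control wells and 100% = median of IBMX positive control wells; some compounds called inactive have numbers as strong as hits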
# * marks the source's active call; other numbers are inactive results; · = no result given; [ ] = dose if it differs, or a comment.
SMILES,Cneo AK release,C2C12 statin,miR122 inh,PGC1a acetyl inh,CFTR F508del cor,FN deposition inh,PglD DTNB,INS-1E GSIS act
O=C(COC(=O)COc1ccccc1)Nc1cccnc1Cl,0,7,-4,2,1.2,-8,6,11
O=C(O)c1sc2cc(C(F)(F)F)cnc2c1-c1cccs1,·,·,-12,-11,-1.7,-12,·,4
NC(=S)N/N=C/c1cn(-c2ccccc2)nc1-c1cccnc1,-5,·,-12,1,-1.9,3,6,23
COC(=O)N/N=C1/C/C(=N\NC(=O)OC)c2ccccc21,2,·,21,6,-0.1,15,8,-1
CCOC(=O)C1CCN(C(C(=O)NC2CCCCC2)c2ccc(OC)cc2)CC1 (stereo unspecified),2,-5,2,3,·,-4,4,·
Nc1nccc(-c2ccc(-n3cccc3)cc2)n1,4,7,-9,13,1.2,-1,-4,-1
Cc1noc(C)c1S(=O)(=O)Nc1ccc2c(c1)C(=O)N([C@@H](C)CO)C[C@H](C)[C@@H](CN(C)C(=O)C1CCCCC1)OCCCC[C@@H](C)O2,4,·,-13[16.7 µM],-2,-2.2,·,2,-25
CS/C(N)=N/N=C/c1cc(Br)cc(Br)c1O,-12,·,11,7,0.1,9,0,12
COc1ccccc1NC(=O)N1CCCC1C(=O)Nc1ccc2c(c1)OCO2 (stereo unspecified),0,35,-4,-12,·,-4,0,36
O=C(O)c1ccccc1C=NNc1ccc([N+](=O)[O-])cn1,-1,0,·,5,2.9,-1,-2,7
CCOC(=O)CSc1nnc(CNC(=O)c2cccs2)n1-c1cc(C)ccc1C,0,2,·,10,·,5,-4,14
O=C(COC(=O)c1ccc(O)cc1)Nc1ccccc1,-1,15,·,·,1.3,4,0,-8
COc1ccc(Br)c(Cn2c(C)c(C(=O)NCc3cccc([N+](=O)[O-])c3)sc2=O)c1,-1,-20,·,·,-1.9,-10,-3,2
CC[C@]12c3[nH]c4cc(CCC(=O)N(C)C)ccc4c3CCN1C(=O)[C@@H](CC(=O)NCc1ccc(OC)c(OC)c1)C[C@@H]2C(=O)N1CCN(C(=O)c2ccco2)CC1,1,16,2,·,-2.4,-5,-1,-3
O=[N+]([O-])c1ccc(OS(=O)(=O)Cc2ccccc2)cc1,·,·,·,0,0.4,3,·,14
Cc1c(N=C/C=C/c2ccccc2)c(=O)n(-c2ccccc2)n1C,6,20,-4,-18,·,-2,-2,·
COc1cc(OC)cc(C(=O)NNC(=O)c2ccc3c(c2)OCCO3)c1,5,0,3,10,1.4,5,1,·
CCOc1ccc(OCC(=O)N2CCN(S(=O)(=O)c3ccccc3)CC2)cc1,0,-1,-1,3,-1.0,17,-4,-17
O=C1/C(=C/c2ccc(N3CCCC3)cc2)NC(=S)N1C1CC1,-3,-32,-13,-15,·,·,1,·
COC(=O)N1N=C(c2ccccc2)CC1(O)C(F)(F)F (stereo unspecified),·,5,5,·,-4.4,·,·,6
CN1CCN(C2Cc3ccc(F)cc3Sc3cc(F)c(Cl)cc32)CC1 (stereo unspecified),-2,·,-6,-12,-3.3,8,-4,-34
Cc1cccc(S(=O)(=O)N2C[C@@H]3[C@H](c4ccccc42)[C@@H](CO)N3CC2CCCC2)c1,2,-9,12[16.7 µM],-12,1.8,0,0,-5
C[C@@H]1CN([C@@H](C)CO)C(=O)Cc2cc(NC(=O)Cc3ccccc3)ccc2O[C@H]1CN(C)C(=O)NC1CCCCC1,5,-34,-5[16.7 µM],1,1.0,·,5,8
C[C@@H]1CCCCO[C@@H](CN(C)S(=O)(=O)c2cn(C)cn2)[C@@H](C)CN([C@H](C)CO)C(=O)c2cc(NS(=O)(=O)c3ccc(F)cc3)ccc2O1,-2,5,18[16.7 µM],·,2.1,1,-1,17
CCCC1NC(=O)c2cc3ccccc3cc2-n2c1nc1ccc(F)cc1c2=O (stereo unspecified),0,0,-3,·,1.8,3,1,-25
CN1C(=O)c2cc(NC(=O)C3CC3)ccc2OC[C@H]2O[C@H](CC(=O)NCCN3CCCC3)CC[C@H]21,7,15,28[16.7 µM],9,-0.6,-9,3,-2
CCN1C(=O)/C(=C\N(C(C)=O)c2ccccc2)OC1=S,0,-6,-11,5,·,·,6,·
COc1ccc(NC(=O)C2CC(=O)N(Cc3ccc(C)cc3)C2)cc1S(=O)(=O)N1CCCCC1 (stereo unspecified),4,·,0,1,·,-7,10,-15
CN(CC(=O)Nc1ccccc1Cl)C(=O)c1cccc(-n2cccc2)c1,-4,23,·,·,0.8,5,5,7
C[C@H](CO)N1C[C@H](C)[C@H](CN(C)C(=O)c2ccc3c(c2)OCO3)Oc2cc(C#Cc3ccccc3F)ccc2S1(=O)=O,-2,-17,-30[16.7 µM],-1,8.8*,·,-4,-13

# Given with two lines to a compound: part of the list above
# Each structure is followed by: Cneo AK release	C2C12 statin	miR122 inh	PGC1a acetyl inh	CFTR F508del cor	FN deposition inh	PglD DTNB	INS-1E GSIS act
CCOC(=O)C1CCN(C(C(=O)NC2CCCCC2)c2ccc(OC)cc2)CC1 (stereo unspecified)
 : 2	-5	2	3	·	-4	4	·
Nc1nccc(-c2ccc(-n3cccc3)cc2)n1
 : 4	7	-9	13	1.2	-1	-4	-1
Cc1noc(C)c1S(=O)(=O)Nc1ccc2c(c1)C(=O)N([C@@H](C)CO)C[C@H](C)[C@@H](CN(C)C(=O)C1CCCCC1)OCCCC[C@@H](C)O2
 : 4	·	-13[16.7 µM]	-2	-2.2	·	2	-25
CS/C(N)=N/N=C/c1cc(Br)cc(Br)c1O
 : -12	·	11	7	0.1	9	0	12
COc1ccccc1NC(=O)N1CCCC1C(=O)Nc1ccc2c(c1)OCO2 (stereo unspecified)
 : 0	35	-4	-12	·	-4	0	36
O=C(O)c1ccccc1C=NNc1ccc([N+](=O)[O-])cn1
 : -1	0	·	5	2.9	-1	-2	7
CCOC(=O)CSc1nnc(CNC(=O)c2cccs2)n1-c1cc(C)ccc1C
 : 0	2	·	10	·	5	-4	14

# Further structures:
SMILES,Cneo AK release,C2C12 statin,miR122 inh,PGC1a acetyl inh,CFTR F508del cor,FN deposition inh,PglD DTNB,INS-1E GSIS act
CCOCCCNC(=O)C(c1ccc(C)cc1)N(Cc1cccs1)C(=O)CNC(C)=O (stereo unspecified),-1,-11,0,0,-0.2,-3,-1,1
COC(=O)c1ccccc1Oc1ccc(NC(=O)C(C)(C)CCl)cc1,·,·,·,-6,-0.1,5,·,-35
CCOc1ccc(S(=O)(=O)N2CCN(c3ccccc3OC)CC2)c2cccnc12,1,0,-4,-1,·,·,-1,·
COC(=O)c1ccc(-c2ccc(Cl)cc2)nc1C,0,-7,12,-1,·,4,-2,-1
C[C@@H]1CCCCO[C@H](CN(C)Cc2ccncc2)[C@@H](C)CN([C@H](C)CO)C(=O)c2cc(NC(=O)CCCN(C)C)ccc2O1,12,·,4[16.7 µM],-11,-1.8,·,5,-7
COc1cc(C(=O)Oc2ccc3c(c2)OCC3=O)cc(OC)c1OC,-1,-8,2,5,·,-3,6,·
CCCCN(CCCC)C(=O)CSc1nnc2n(C)c(=O)c3c4c(sc3n12)CCCC4,-2,9,2,-7,·,·,3,·
C[C@@H]1CN([C@@H](C)CO)C(=O)c2cc(C#CC(C)(C)O)cnc2O[C@H]1CN(C)C(=O)C1CCCCC1,·,4,-2[16.7 µM],-2,-2.5,·,·,9
C1CCc2c(nc3nnnn3c2NC2CCCC2)C1,2,6,·,·,·,·,-3,6
C=CCC1(CC=C)CCCN1C(=O)Cn1nnnc1CN(C)C(C)C,2,8,·,·,-0.7,1,-3,-9
Cc1oc2cc3oc(=O)c(CCC(=O)N(C)CC(=O)O)c(C)c3cc2c1C,11,1,-8,3,3.0,·,6,-12
COc1ccc(S(=O)(=O)N2C[C@H](O)COC[C@H]3O[C@H](CC(=O)NCCN4CCCCC4)CC[C@@H]32)cc1,0,7,3[16.7 µM],-8,-0.1,-3,0,27
O=C(CCC(=O)N1CCCCC1)Nc1nnc(C2CCCCC2)s1,-1,2,-2,-5,0.3,-9,-1,-9
C[C@@H]1CN([C@H](C)CO)C(=O)Cc2cc(NC(=O)NC3CCCCC3)ccc2O[C@@H]1CN(C)C(=O)Nc1ccccc1,-13,0,1[16.7 µM],4,1.8,·,-1,-1
Cc1cccc(CSc2ncnc3ccccc23)c1,·,·,·,3,2.0,6,·,8
Cc1occc1C(=O)NC1CCCN(Cc2ccc(CC(C)C)cc2)C1 (stereo unspecified),0,-15,·,·,1.7,3,1,-46
N#Cc1ccc(C23CC4(C2)[C@H](CN(Cc2ccc(-c5ccccc5)cc2)[C@@H]4c2ccccc2)C3c2ccc(Cl)nc2)cc1 (stereo partly specified),-1,-2,-3,9,-1.7,-2,0,0
CCCC(C(=O)NCc1ccco1)N(C(=O)CNS(=O)(=O)c1ccc(Cl)cc1)C1CCCC1 (stereo unspecified),3,-1,0,13,·,·,-1,·
O=C(CN(CC1CCCO1)C(=O)CNS(=O)(=O)c1ccc(Cl)cc1)NCCc1ccccc1 (stereo unspecified),-2,-9,-7,-1,2.0,·,0,10
O=C1NC[C@H](Cc2ccc(O)cc2)N(CCc2cccc3ccccc23)C1=O,1,-21,0,-4,1.5,-7,-1,·
Cc1ccc(CCNC(=O)CN2C(=O)COc3ccc(S(=O)(=O)N4CCC(C)CC4)cc32)cc1,-1,14,4,-10,0.6,2,0,-15
C[C@@H]1CCCCO[C@@H](CN(C)C(=O)NC2CCCCC2)[C@H](C)CN([C@@H](C)CO)C(=O)c2cc(NS(=O)(=O)c3ccccc3)ccc2O1,3,·,-5[16.7 µM],26,-2.7,-3,1,-20
